# Growth percent in the NCI-60 one-dose screen (48 h, 10 µM unless noted): 100 = growth as untreated, 0 = no growth, -100 = all killed.
# MDA-MB-468: MDA-MB-468 breast cancer. AID 2202374. 8.5% of 78,000 active
# BT-549: BT-549 breast cancer. 4.4% of 78,000 active. AID 1794793
# MCF7: MCF7 breast cancer. 6.3% of 82,000 active
# MDA-MB-231: MDA-MB-231 breast cancer; 5% of 81,000 active; AID 1794789
# K-562: K-562 leukemia; AID 1794777; 7.4% of 78,000 active
# HS 578T: HS 578T breast cancer; 4.1% of 78,000 active; AID 1794788
# T-47D: T-47D breast cancer. AID 1794792. 5% of 79,000 active
# SR: SR leukemia cells | 8.7% of 73,000 active
# An asterisk follows results filed as active; nt = not tested or not shown; & = joins results of further samples. The calls were made as follows: active = growth percent below 10; inactive = the rest.
SMILES,MDA-MB-468,BT-549,MCF7,MDA-MB-231,K-562,HS 578T,T-47D,SR
Cn1cc(-c2csc(-c3ccc4ccccc4c3)n2)c2cc(F)ccc21,66,91,75,107,110,104,88,94
O=C1Nc2c(sc3ccc(Cl)cc23)C(c2cccc([N+](=O)[O-])c2)N1 (configuration not stated),91,93,89,78,87,96,84,79
CN1CCN(Cc2ccc(NC(=O)c3cncc(C#Cc4c(N)ncc5ccc(C#N)cc45)c3)cc2C(F)(F)F)CC1,96,92,-70*,-82*,-39*,51,65,-13*
O=C(Nc1ccc(-n2cnc3cc(-c4ccc(O)cc4)ccc32)cc1)c1ccccc1,123,68,76,76,44,82,27,75
CCCCCCCCCCCCCCCC(=O)O[C@@H]1[C@@H](O)[C@@H](O)C([C@H](NC(=O)[C@@H]2C[C@@H](CCC)CN2C)[C@H](C)Cl)O[C@@H]1SC (some centres not stated),98,99,102,110,100,122,96,99
O/N=C\c1cccc2ccccc12,101,86,97,104,100,124,100,97
CCN(CC)C(=O)/C=C/c1ccccc1,104,59,101,106,129,109,97,118
COc1ccc(/C=C2\CN(C)Cc3c2[nH]c(=O)c(C#N)c3-c2ccc(OC)c(OC)c2)cc1OC,88,107,85,91,81,75,61,nt
C[N+](C)(C)c1ncnc2nc[nH]c12,90,nt,91,111,73,101,92,78
COc1ccc(NC(=O)Nc2ccc(OCCCCCC(=O)Nc3ccccc3O)cc2)cc1,120,105,99,106,100,98,94,86
O=C(CC(C[N+](=O)[O-])c1ccccc1)c1ccccc1 (configuration not stated),98,108,110,104,84,98,105,100
CC[N+](CC)(CC(=O)Nc1c(C)cccc1C)Cc1ccccc1,64,106&64,100&96,97&76,95,109,95&87,92
Cc1ccc(-c2nnc(SCc3ccc(O)c4ncccc34)o2)cc1,14,30,11,42,11,16,13,33
O=C(c1ccc(O)cc1O)c1ccc(O)cc1O,113,115,128,108,117,nt,145,nt
O=C1c2ccccc2C(=O)N1CCS(=O)(=O)O,98,nt,97,104,106,91,nt,101
NC(=O)Cc1ccc2c(c1)[nH]c1ccccc12,95,98,96,96,107,147,96,104
CC(=O)Nc1ccc(SC(Sc2ccc(NC(C)=O)cc2)c2ccccc2)cc1,98,103,99,nt,nt,98,107,nt
CNCc1ccccc1[N+](=O)[O-],102,106,89,93,110,96,104,107
O=C(Cn1nncc1CN1C(=O)CSC1=O)Nc1cccc(C(F)(F)F)c1,108,99,96,103,100,98,107,98
CCN(CC)Cc1cc(Nc2cc(C(F)(F)F)c(C#N)c3nc4ccccc4n23)ccc1O,-1.0*,8.4*,8.7*,-8.6*,11,23,-1.9*,13
Cc1ccc2ccc3ccc(C)nc3c2n1.Cc1ccc2ccc3ccc(C)nc3c2n1.Oc1c(Cl)cc(Cl)c2ccc(CN3CCCCC3)nc12.[Ru],-80*,-96*,-75*,-84*,nt,-42*,-56*,nt
COCCn1c2nc(=O)n(-c3ccccc3)c(=O)c-2nc2ccccc21,97,106,92,89,96,103,99,97
COC(=O)CCC(=O)Nc1cc(C)ccc1C,100,108,100,105,108,96,94,107
NC(=O)COc1ccc(Br)cc1Br,93,99,103,110,126,91,104,100
CCOC(Cc1c(N)[nH]c(=S)[nH]c1=O)OCC,101,102,97,111,98,120,99,91
NC(=O)C(N)CCO (configuration not stated),nt,98,91,120,103,111,101,79
CC(O)C(=O)Nc1ccccc1 (configuration not stated),114,nt,95,119,103,94,122,106
C#CCN(C)CCCOc1ccc(NC(=O)CCCCCCC(=O)NO)cc1Cl,-0.7*,45,13,16,18,20,-2.4*,14
OC(CC(O)c1ccccc1)c1ccccc1 (configuration not stated),113,99,98,107,nt,111,108,104
CCCCCC#CC1OC23CCCCC2C(C#N)(C(=N)O3)C1(C#N)C#N (configuration not stated),93,90,88,96,84,94,113,87
O=C1OC(c2ccc(O)cc2)(c2ccccc2O)c2ccccc21 (configuration not stated),104,104,121,100,101,104,116,87
CCN(CC)c1ccc(/C=C/C=C2\NC(=O)NC2=O)cc1,-5.3*,nt,20,64,14,50,32,21
O=C(O)c1ccc(-n2c(=O)c3ccccc3c3ccccc3c2=O)cc1,105,107,96,106,103,nt,93,88
Cc1ccc(-n2cc3c(-c4cc5c(ccc6ccccc65)oc4=O)n[nH]c(=O)c3n2)cc1,81,94,72,61,84,94,67,73
Nc1ccc(C(OC(=O)c2cc3ccccc3c(Cc3c(O)c(C(=O)OC(c4ccc(N)cc4)(c4ccc(N)cc4)c4ccc(N)cc4)cc4ccccc34)c2O)(c2ccc(N)cc2)c2ccc(N)cc2)cc1,-23*,-4.2*,9.5*,-9.8*,7.7*,-18*,17,13
NS(=O)(=O)c1ccc(NC(=S)NC(=O)c2ccc(Br)cc2)cc1,92,119,83,87,nt,93,79,nt
COc1ccc(-c2nc(SCC(C)C)nc(N/N=C\c3ccc(Cl)cc3)c2C#N)cc1,79,97,71,86,76,63,28,38
O=c1[nH]c(=O)c2n[nH]nc2[nH]1,111,94,104,111,72,101,100,101
O=c1oc2c3ccccc3nn2c2ccccc12,93,108,87,101,97,107,100,122
CCOc1ccccc1NC(=O)c1cc(-c2ccc(Cl)cc2)n(-c2ccc(S(C)(=O)=O)cc2)n1,79,92,65,nt,66,nt,71,76
Cc1ccc(C(=O)Nc2ccc(CN3CCN(C)CC3)c(C(F)(F)F)c2)cc1C#Cc1cnc(N)c2ccccc12,-62*,51,-82*,-63*,-23*,-28*,30,-8.1*
CCOC(=O)N1CCN(CCCCCOc2ccccc2C2CCCCC2)CC1,40,40,66,77,35,89,44,24
COc1cnc2c(c1)C(=O)c1c-2n(CCCN2CCOCC2)c(=O)c2cc(Cl)ccc12,-2.0*,44,10,64,28,79,10,7.6*
O=C1C(N2CCOCC2)=Cc2cccc3cccc1c23,72,109,66,106,31,86,87,41
CCC/C(C)=N/Nc1ccc([N+](=O)[O-])cc1[N+](=O)[O-],nt,95,96,96,88,98,69,118

# Already shown: entries from further up.
SMILES,MDA-MB-468,BT-549,MCF7,MDA-MB-231,K-562,HS 578T,T-47D,SR
COc1cnc2c(c1)C(=O)c1c-2n(CCCN2CCOCC2)c(=O)c2cc(Cl)ccc12,-2.0*,44,10,64,28,79,10,7.6*
O=C1C(N2CCOCC2)=Cc2cccc3cccc1c23,72,109,66,106,31,86,87,41
CCC/C(C)=N/Nc1ccc([N+](=O)[O-])cc1[N+](=O)[O-],nt,95,96,96,88,98,69,118

# Further entries:
SMILES,MDA-MB-468,BT-549,MCF7,MDA-MB-231,K-562,HS 578T,T-47D,SR
COc1ccc(C2C=C(c3ccc(Cl)cc3)N=C3SC=CN32)c(Br)c1 (configuration not stated),61,97,75,48,66,95,72,59
CCN(CC)c1ccc(C=O)cc1,111,nt,103,117,100,98,97,90
COc1ccc(C(=O)/C=C/c2cn(-c3ccccc3)nc2-c2cccc(Nc3ccnc4cc(Cl)ccc34)c2)cc1,76,100,86,71,86,89,97,8.4*
CSc1nc2c(c(=O)[nH]1)N=C1c3ccccc3C(=O)C1C(c1ccccc1)N2 (configuration not stated),15,40,17,83,35,48,44,-36*
Cc1nc(-n2[nH]c(=O)ccc2=O)sc1N=Nc1ccc(Cl)cc1,97,100,105,108,102,97,104,110
COC(=O)C(CC(=O)CNC(=O)c1ccccc1)NC(=O)c1ccccc1 (configuration not stated),111,106,106,113,103,104,104,90
O=C1[C@@H]2Cc3c([nH]c4ccccc34)[C@H](c3ccc(Cl)cc3)N2C(=O)CN1C1CCN(Cc2c(F)cccc2F)CC1,60,107,57,81,60,96,67,66
Cc1nnc2nc(-c3ccc(Cl)cc3)cc(-c3ccco3)n12,nt,64,41,88,109,64,81,115
CN(C)CC1C(=O)C2CCC1C2 (configuration not stated),106,nt,103,110,108,101,106,97
CC(C)c1ccc(/C=N\NC(=O)CCCCC(=O)N/N=C\c2ccc(C(C)C)cc2)cc1,95,108,88,57,76,89,98,72
Cc1cc(NS(=O)(=O)c2ccc(N3C(=O)/C(=C/c4coc5ccccc5c4=O)N=C3c3ccc(Cl)cc3)cc2)no1,97,108,93,110,103,102,102,103
CCn1cc(C2=C(c3c[nH]c4ccccc34)C(=O)N(O)C2=O)c2cc(Br)ccc21,105,104,88,83,nt,98,89,73
COc1cc(N(C(C)=O)c2ccc(O)c(C(=O)O)c2)c2ncccc2c1,101,86,104,110,103,103,101,137
NNC(=O)Cc1cc(=O)[nH][nH]1,116&99,127&103,95&93,104&112,97&96,110&100,109&103,99&90
N#CC1=C(N)ONC1c1cc(=O)oc2ccc(Cl)cc12 (configuration not stated),118,104,94,101,102,110,98,105
O=C1c2cccc3c(-c4ccc5c(c4)ncn5C4CCCCC4)ccc(c23)C(=O)N1Cc1ccccc1,88,87,97,92,nt,94,66,101
CC(=O)COc1ccc(/C=C2\CCC/C(=C\c3ccc(OCC(C)=O)c(Br)c3)C2=O)cc1Br,98,133,32,103,101,102,73,75
Cc1ccc(-c2nc3nc(-c4ccccc4)nc(N4CCCN(S(=O)(=O)c5ccc(C)cc5)CC4)c3o2)cc1,99,109,87,82,104,96,86,99
NC(=O)c1cc(I)ccc1NC(=O)/C=C/c1ccccc1Cl,17,70,7.4*,23,5.5*,-18*,27,-30*
COc1ccc(CC(=O)Nc2nn3c(-c4cc(C(F)(F)F)cc(C(F)(F)F)c4)nnc3s2)cc1,48,nt,67,88,62,76,43,nt
O=C(Nc1cccnc1Nc1ccccc1)c1cn(Cc2cccc(Oc3ccccc3)c2)nn1,70,66,23,57,33,41,71,27
CC(C)CCSc1nc(-c2ccc(F)cc2)c(C#N)c(N(CCO)CCO)n1,95,97,93,93,88,93,84,93
Cc1ccccc1OCC(O)CN1CCOCC1 (configuration not stated),120,115,102,113,102,121,111,nt
N#C/C(=C/c1ccco1)c1nnc(NC(=O)c2ccc(-n3c(=O)[nH]c4ccccc4c3=O)cc2)s1,108,124,99,121,98,100,103,94
Clc1cccc(Nc2ncnc3ccc(-c4cccc(-c5nn[nH]n5)c4)cc23)c1,82,108,94,106,106,95,84,99
CCN(CC)CCCNc1ccc2ccncc2c1,104,102,90,102,101,nt,112,98
C=CC(=O)N[C@@H](/C=C/C(=O)O)Cc1ccc(-c2cc(Cl)cc(Cl)c2)cc1,76,85,77,86,86,102,61,77
N#Cc1c(-c2ccc(Cl)c(Cl)c2)nc(Nc2nc3ccccc3s2)[nH]c1=O,102,92,88,82,109,102,81,86
CCCC(C(=O)OCC)C(C)OC(=O)OCC (configuration not stated),101,115,101,105,82,nt,87,88

# By substructure: the compounds so far with an NH in an aromatic ring (14)
SMILES,MDA-MB-468,BT-549,MCF7,MDA-MB-231,K-562,HS 578T,T-47D,SR
COc1ccc(/C=C2\CN(C)Cc3c2[nH]c(=O)c(C#N)c3-c2ccc(OC)c(OC)c2)cc1OC,88,107,85,91,81,75,61,nt
C[N+](C)(C)c1ncnc2nc[nH]c12,90,nt,91,111,73,101,92,78
NC(=O)Cc1ccc2c(c1)[nH]c1ccccc12,95,98,96,96,107,147,96,104
CCOC(Cc1c(N)[nH]c(=S)[nH]c1=O)OCC,101,102,97,111,98,120,99,91
Cc1ccc(-n2cc3c(-c4cc5c(ccc6ccccc65)oc4=O)n[nH]c(=O)c3n2)cc1,81,94,72,61,84,94,67,73
O=c1[nH]c(=O)c2n[nH]nc2[nH]1,111,94,104,111,72,101,100,101
CSc1nc2c(c(=O)[nH]1)N=C1c3ccccc3C(=O)C1C(c1ccccc1)N2 (configuration not stated),15,40,17,83,35,48,44,-36*
Cc1nc(-n2[nH]c(=O)ccc2=O)sc1N=Nc1ccc(Cl)cc1,97,100,105,108,102,97,104,110
O=C1[C@@H]2Cc3c([nH]c4ccccc34)[C@H](c3ccc(Cl)cc3)N2C(=O)CN1C1CCN(Cc2c(F)cccc2F)CC1,60,107,57,81,60,96,67,66
CCn1cc(C2=C(c3c[nH]c4ccccc34)C(=O)N(O)C2=O)c2cc(Br)ccc21,105,104,88,83,nt,98,89,73
NNC(=O)Cc1cc(=O)[nH][nH]1,116&99,127&103,95&93,104&112,97&96,110&100,109&103,99&90
N#C/C(=C/c1ccco1)c1nnc(NC(=O)c2ccc(-n3c(=O)[nH]c4ccccc4c3=O)cc2)s1,108,124,99,121,98,100,103,94
Clc1cccc(Nc2ncnc3ccc(-c4cccc(-c5nn[nH]n5)c4)cc23)c1,82,108,94,106,106,95,84,99
N#Cc1c(-c2ccc(Cl)c(Cl)c2)nc(Nc2nc3ccccc3s2)[nH]c1=O,102,92,88,82,109,102,81,86
